PfHsp40 rescue: restores yeast growth despite PfHsp40 toxicity. S. cerevisiae expressing PfHsp40, growth rescue, ATP luminescence. growth rescue, % at 12.5 µM. hit rate 0.68% among 340,000; in the data active = growth rescue above about 28%, passing the limit was not always enough; inconclusive = no clear call, values can overlap the other calls;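 also: yeast W303a lacking pdr1 and pdr3 grown in galactose medium; growth measured after three days at 30 °C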
PriA SSB inh: K. pneumoniae PriA-SSBct interaction inhibition; hit rate 0.6% among 430,000; AlphaScreen SSBct-PriA binding, biotinylated peptide; inhibition, % at 33 µM; in the data active = inhibition mostly above about 37%, no sharp cut-off; inactive = mostly below about 20%;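 also: plate controls were negative control peptide for no effect and reference peptide for full effect; strong numbers were not always called active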
TcdB inh: inhibitors of Clostridioides difficile toxin B glycohydrolase; P18177; TcdB glycohydrolase enzymatic assay, plate reader; inhibition, % at 9.99 µM; hit rate 0.24% among 350,000; AID 652162; in the data active = inhibition above about 10%
PrPC TRFRET: inhibitors of human cell surface prion protein PrPC | TR-FRET read-out | inhibition, % at 13.8 µM | hit rate 0.43% among 370,000 | AID 720596; in the data active = inhibition above about 24%; also: 0% = median of the test wells and 100% = reference compound wells
BoNT-A LC inh2: inhibitors of Botulinum neurotoxin A light chain protease; multiplex microsphere protease substrate cleavage, flow cytometry; inhibition, % at 10 µM; hit rate 0.17% among 360,000; AID 588499; also: plate controls were buffer without enzyme for full effect and enzyme alone for no effect
Y pestis TopoI: Y. pestis Topo-I inhibition via cleavage products. Y. pestis Topo-I cleavage product accumulation, plate reader. activity, % at 10 µM. hit rate 0.064% among 360,000; in the data active = activity above about 50%, passing the limit was not always enough; inconclusive = no clear call, values can overlap the other calls; also: inactives centre near 2
Anthrax LF prot: inhibitors of Bacillus anthracis lethal factor protease; multiplex microsphere protease cleavage assay, LF; inhibition, % at 10 µM; hit rate 0.12% among 360,000; AID 588501; also: plate controls were buffer without enzyme for full effect and enzyme alone for no effect
Target sequence (P15917 whole entry, looked up): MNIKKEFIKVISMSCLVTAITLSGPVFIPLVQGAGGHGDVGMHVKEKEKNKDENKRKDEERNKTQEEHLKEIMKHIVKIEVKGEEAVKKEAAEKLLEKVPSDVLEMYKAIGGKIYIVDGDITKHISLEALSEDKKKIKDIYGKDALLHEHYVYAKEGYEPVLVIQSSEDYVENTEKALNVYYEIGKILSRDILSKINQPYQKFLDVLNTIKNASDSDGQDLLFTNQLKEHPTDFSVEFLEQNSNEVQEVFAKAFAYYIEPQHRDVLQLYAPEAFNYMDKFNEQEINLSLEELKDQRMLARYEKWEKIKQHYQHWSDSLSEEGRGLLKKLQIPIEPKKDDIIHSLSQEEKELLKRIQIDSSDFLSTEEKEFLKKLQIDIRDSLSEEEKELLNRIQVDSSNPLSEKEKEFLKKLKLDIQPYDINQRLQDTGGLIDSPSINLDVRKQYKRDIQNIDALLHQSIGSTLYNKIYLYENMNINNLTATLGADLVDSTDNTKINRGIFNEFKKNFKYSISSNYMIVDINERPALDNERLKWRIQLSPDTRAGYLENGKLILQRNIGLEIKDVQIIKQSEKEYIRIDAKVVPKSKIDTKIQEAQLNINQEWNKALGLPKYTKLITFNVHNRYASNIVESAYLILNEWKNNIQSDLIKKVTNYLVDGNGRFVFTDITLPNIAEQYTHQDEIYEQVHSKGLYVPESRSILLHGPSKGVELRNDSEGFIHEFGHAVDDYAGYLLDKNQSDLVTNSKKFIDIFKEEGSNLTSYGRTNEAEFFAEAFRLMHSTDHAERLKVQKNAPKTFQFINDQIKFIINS
Vc quorum ag: quorum light induction in luxS cqsA deficient V. cholerae | hit rate 0.16% among 350,000 | AID 588436 | V. cholerae BH1578 lux reporter, luminescence, 6 h | activation, % at 18.7 µM; in the data active = activation mostly above about 9.7%, no sharp cut-off; inconclusive = no clear call, values can overlap the other calls; inactive = mostly below about 3.7%; also: not every result past the cut was called active; inactives centre near 0; reference of the scale not given here
SARS 3CLpro inh: SARS-CoV 3CLpro protease inhibition; inhibition, % at 6 µM; hit rate 0.14% among 290,000; P0C6X7; recombinant SARS-CoV 3CLpro, quenched FRET peptide cleavage; in the data active = inhibition above about 12%
Numbers without * were called inactive; i = inactive; u = inconclusive; x = no result given; & = joins results of further samples. Rule as the data show it, unless noted: active = inhibition above about 30%; inconclusive = no clear call, values can overlap the other calls; inactive = below that.

Order of results: Vc quorum ag	Anthrax LF prot	SARS 3CLpro inh	PriA SSB inh	PrPC TRFRET	TcdB inh	BoNT-A LC inh2	Y pestis TopoI	PfHsp40 rescue
Cc1ccc(-n2ncc(-c3nn[nH]n3)c2N)cc1
  0.6	6.7	1.0	-3.7	-5.4	-0.8	-0.9	-2.1	-0.9
CCCN(C(=O)c1c(-c2ccccc2)noc1C)c1c(N)n(Cc2ccccc2)c(=O)[nH]c1=O
  0.5	-11.5	x	-2.6	-4.0	1.0	0.3	-3.2	0.1
O=C(NCCc1ccc(Cl)cc1)c1ccc(CS(=O)Cc2ccc(Cl)cc2)o1 (stereo unspecified)
  i	0.9	6.2	-0.6	1.5	2.4	-0.6	24.9	-0.1
O=C(NC(=O)N1CCN(c2cccc(Cl)c2)CC1)c1ccccc1
  i	-0.4	1.4	0.5	17.1	x	0.7	0.4	1.4
COC(=O)[C@@H](NC(=O)/C=C/c1ccc(OC)cc1)C(C)C
  -1.4	2.7	3.3	-12.3	2.9	1.6	-0.7	2.5	0.6
COc1ccc(C(C)C)cc1S(=O)(=O)NCc1ccccn1
  -0.4	-3.9	-3.6	-21.4	0.0	x	-0.4	5.9	-2.2
Cc1ccc(Nc2nc(N)nc(CN3CCN(Cc4ccccc4)CC3)n2)cc1Cl
  -0.4	-4.5	0.1	13.0	-8.6	0.4	-0.5	-5.5	-0.2
CCc1nnc(NC(=O)CSc2nnc(CCc3nc4ccccc4[nH]3)n2C)s1
  -0.5	0.0	4.8	-16.4	3.6	x	-0.9	-9.5	0.4
O=c1[nH]c(-c2ccc(Cl)cc2)cs1
  -0.5	-0.4	3.8	-3.3	-8.9	1.1	-0.1	6.6	0.1
CCOc1ccc(NC(=O)Nc2cc(C)ccc2F)cc1
  i	-5.1	0.5	-15.8	1.8	x	0.8	5.4	0.1
COc1cc(NC(=O)CCl)ccc(=O)c1
  i	-3.6	x	x	-3.7	-0.4	0.1	-4.6	x
CSc1nnc(NC(=O)c2ccco2)s1
  -0.9	13.1	-8.9	-15.8	-0.3	0.4	1.3	-5.6	0.8
O=C(O)c1cc(-c2ccc(N3CCOCC3)cc2)nn1-c1ccccc1Cl
  -0.9	-9.2	3.8	-5.9	-6.6	0.2	-0.5	-4.9	0.3
C[C@H](NS(=O)(=O)c1ccccc1F)C(=O)OCC(=O)N1CCc2ccccc21
  i	-3.6	4.3	-0.8	2.1	x	-0.2	5.5	1.0
Cc1ccccc1NC(=O)CSc1nnc(Cc2ccccc2)o1
  -2.0	-1.3	-2.3	-8.1	0.4	x	0.2	13.4	-0.2

(further entries)
Order of results: Vc quorum ag	Anthrax LF prot	SARS 3CLpro inh	PriA SSB inh	PrPC TRFRET	TcdB inh	BoNT-A LC inh2	Y pestis TopoI	PfHsp40 rescue
CCN(CC)C(=O)COc1ccc2c3c(c(=O)oc2c1)CCCC3
  0.0	1.3	-2.2	-3.6	0.8	3.5	-3.0	8.9	0.0
CCOC(=O)c1sc2nc(C)nc(NCCc3ccc(S(N)(=O)=O)cc3)c2c1C
  i	-0.4	-0.8	-3.9	0.6	0.8	-0.7	-1.7	0.0
Cc1cc(C)c(C(CC(=O)c2cccs2)C(C#N)C#N)c(C)c1 (stereo unspecified)
  -0.3	-0.8	12.1	8.3	-5.6	0.0	-0.4	6.4	-0.1
N#CCCCn1c(=O)oc2ccccc21
  -0.3	-0.7	2.5	-0.9	-0.5	1.1	-0.1	2.1	1.1
CN(CC(=O)Nc1ccccc1Cl)CC(=O)N1CCc2ccccc21
  i	-4.1	x	1.6	3.4	0.3	-3.2	33.3	-0.7
COc1cc(NC(=O)C2CCCCC2)c2ncccc2c1
  i	9.0	0.2	-45.0	-0.9	x	0.3	-2.2	0.6
O=C(Cn1c(=O)n(CC2CCCO2)c(=O)c2ccccc21)c1ccc(Cl)c(Cl)c1 (stereo unspecified)
  i	-3.1	1.0	-2.5	3.8	x	-0.7	7.9	-2.2
COc1ccc(SCc2noc(C(=O)NCC3CCCO3)c2C(=O)O)cc1 (stereo unspecified)
  -0.5	1.6	3.3	-1.1	1.0	-0.8	0.3	8.8	3.3
O=C1CCc2cc(S(=O)(=O)Nc3ccccc3)cc3c2N1CCC3
  -10.8	-2.0	x	-12.3	-0.3	-0.7	6.9	4.7	-0.9
CCOC(=O)Nc1cc(NC(=O)OCC)c(C)nc1C
  -0.2	-2.8	-3.5	5.6	3.1	0.8	-0.5	4.2	0.3
CCCC[C@@H](C)C[C@@H](C)C(=O)N(C)[C@@H](CC(C)C)C(=O)N[C@H](C(=O)N(C)[C@H](C(=O)N1C[C@@H](O)C[C@H]1C(=O)N1C(=O)C=C[C@@H]1C)C(C)C)C(C)OC(C)=O (stereo partly specified)
  -0.4	-5.8	x	4.2	x	x	0.0	1.5	0.0
Cn1nnnc1Sc1ccc([N+](=O)[O-])cc1Cl
  i	-1.8	-1.9	8.3	-18.3	0.2	0.5	1.6	0.0
Cc1ccc(S(=O)(=O)N2CCC(C(N)=O)CC2)cc1[N+](=O)[O-]
  i	2.3	0.7	7.5	-4.5	-0.1	1.3	-5.9	-0.5
O=C(Nc1ccc(F)cc1)c1ccc2[nH]c(=O)c(=O)[nH]c2c1
  -0.4	-0.9	-0.2	7.5	-0.4	1.0	-1.4	1.2	-1.3
C=CCN(c1ccccc1)S(=O)(=O)c1cccc(C(=O)OCC(=O)NC2CC2)c1
  -4.1	1.5	1.6	-8.4	0.4	0.4	-0.5	-13.0	1.6

Brought forward from above: three entries, followed by the next part.
Order of results: Vc quorum ag	Anthrax LF prot	SARS 3CLpro inh	PriA SSB inh	PrPC TRFRET	TcdB inh	BoNT-A LC inh2	Y pestis TopoI	PfHsp40 rescue
Cc1ccc(S(=O)(=O)N2CCC(C(N)=O)CC2)cc1[N+](=O)[O-]
  i	2.3	0.7	7.5	-4.5	-0.1	1.3	-5.9	-0.5
O=C(Nc1ccc(F)cc1)c1ccc2[nH]c(=O)c(=O)[nH]c2c1
  -0.4	-0.9	-0.2	7.5	-0.4	1.0	-1.4	1.2	-1.3
C=CCN(c1ccccc1)S(=O)(=O)c1cccc(C(=O)OCC(=O)NC2CC2)c1
  -4.1	1.5	1.6	-8.4	0.4	0.4	-0.5	-13.0	1.6
O=C1NC(c2ccncc2)C(C(=O)c2cccs2)C(O)(C(F)(F)F)N1 (stereo unspecified)
  x	-7.7	4.8	-4.2	-4.3	x	-0.2	0.3	-0.7
CCc1ccc(NC(=O)C2CCN(C(=O)[C@@H]3Cc4ccccc4CN3)CC2)cc1
  -0.4	0.5	0.8	18.9	-3.3	-0.6	1.1	-5.0	-2.0
CCOC(=O)c1[nH]c(C)c(C(=O)OCC(=O)NC2CCS(=O)(=O)C2)c1C (stereo unspecified)
  -0.4	-2.3	0.4	-1.5	-1.8	1.4	0.6	-3.4	0.2
NS(=O)(=O)c1ccc(NC(=O)COC(=O)c2cc([N+](=O)[O-])ccc2Cl)cc1
  i	-4.4	-0.9	0.0	-2.9	1.5	-1.2	-9.3	-0.8
CCOC(=O)C1=C(C)NC(C)=C(C(=O)OCC)C1C(=O)OCC(=O)Nc1ccc(NC(C)=O)cc1
  -4.5	-1.0	x	x	1.2	-3.9	-0.2	8.2	x
O=C(NC(C1CC1)C1CC1)C1CCC(=O)N(CCCN2CCCC2=O)C1 (stereo unspecified)
  11.5	-1.0	-2.8	-14.8	-2.0	0.3	0.2	-0.6	36.0*
Cc1ccc(N2C(=O)C(NC(=O)c3c(F)cccc3F)(C(F)(F)F)C3=C2CC(C)(C)CC3=O)cc1 (stereo unspecified)
  -0.6	-2.2	2.3	-6.5	4.6	x	-0.3	-7.7	-1.7
O=C(N/N=C/c1cccnc1)c1cccc(F)c1
  i	-2.3	-1.6	x	11.2	2.5	-2.5	-3.4	-1.5
CC(C(=O)N1CCc2ccccc21)N1CCN(c2ccccn2)CC1 (stereo unspecified)
  i	-8.9	7.7	-7.9	-3.1	1.0	0.2	-0.7	0.2
COc1ccccc1NC(=O)CCNC(=O)c1ccc(C)cc1
  i	-3.2	1.5	4.4	-3.0	0.8	0.1	8.9	-0.2
Cc1cccc(S(=O)(=O)NNC(=O)c2cc(-c3ccc(F)cc3)nc3ccccc23)c1
  3.7	6.7	0.5	-4.1	0.7	1.0	-0.3	1.8	-0.1
CC(C)(C)c1csc(NC(=O)c2ccc3nccnc3c2)n1
  3.1	-6.8	4.1	-7.3	-16.5	x	-0.1	-21.0	1.2
Cn1nc(C(C)(C)C)cc1N1C(=O)CCC1(C)C(=O)Nc1ccc2ccccc2c1 (stereo unspecified)
  x	-1.9	x	x	-2.2	0.8	-1.1	x	x
CN(C)/C=N/c1nccc(-c2cccs2)n1
  4.8	-1.1	0.6	x	4.9	0.3	-1.3	-2.4	0.9
CC(=O)Nc1ccc(NC(=O)c2oc3cc(C)c(C)cc3c2C)cc1
  -0.3	-8.8	6.0	-11.2	-2.3	0.4	-0.9	28.4	0.1

Continuation.
Order of results: Vc quorum ag	Anthrax LF prot	SARS 3CLpro inh	PriA SSB inh	PrPC TRFRET	TcdB inh	BoNT-A LC inh2	Y pestis TopoI	PfHsp40 rescue
O=C(NC1CC1)c1sc2ccccc2c1Cl
  -2.8	-1.6	-2.3	-7.8	-4.8	-0.6	1.8	3.6	-0.9
COCCN1C[C@@H](CO)O[C@@H](n2cnc3c(N4CCCC4)ncnc32)C1
  -1.6	-6.4	x	x	-3.0	-0.8	-0.2	2.5	x
Cc1ccc2c(c1)c1c(n2CC(O)CNC(C)(C)C)CCCC1 (stereo unspecified)
  -0.3	-20.0	-2.1	20.3	0.6	0.4	0.8	-12.0	0.7
O=C(COc1ccc([N+](=O)[O-])cc1)NNC(=O)Nc1ccccc1F
  -0.1	0.1	3.7	7.8	-0.1	1.4	-1.1	9.2	-0.7
CNC(=S)Nc1cccc(-c2cnc3ccccc3n2)c1
  0.4	8.3	-2.0	-9.3	-20.0	1.6	0.0	2.0	-1.8
O=C(Nc1cccc(S(=O)(=O)N2CCCCC2)c1)c1ccc(N2CCCC2=O)cc1
  -0.3	-3.1	x	-6.6	-7.2	1.5	2.0	9.0	-1.2
CCOC1=C2[C@@H](CN(S(=O)(=O)c3ccc(C)cc3)[C@H]2c2ccccc2Cl)[C@H]2C(=O)N(C(C)(C)C)C(=O)[C@H]2C1
  x	-2.6	x	x	1.5	1.3	-0.6	x	x
COc1cccc(NC(=O)CSc2nnc(C)s2)c1
  -0.3	2.9	0.8	-4.0&-17.6	5.6	x	-0.2	3.3	-0.9
O=C(CCN1C(=O)C2C3CCC(C3)C2C1=O)Nc1ccccc1C(F)(F)F (stereo unspecified)
  i	0.9	3.6	-0.3	0.2	1.0	0.1	2.5	0.1
Cc1noc(C)c1S(=O)(=O)N(CC(=O)N1CCc2ccccc21)c1ccc(C(C)C)cc1
  -0.6	-7.0	1.1	-5.1	1.8	-0.3	-0.8	-2.4	-0.1
CC12CCC(C/C1=N\OC(=O)c1ccc(F)cc1)C2(C)C (stereo unspecified)
  -0.6	-6.7	2.0	x	-2.1	x	-1.6	7.0	-1.2
COC(=O)c1scc(C)c1NC(=O)/C=C/C(=O)O
  -0.5	-0.2	0.9	-9.3	2.7	-2.2	-0.7	4.1	-0.1
CC1(C)Cc2c(ccc3ccccc23)C(c2cc3ccccc3oc2=O)=N1
  -0.3	-9.2	2.5	-8.4	-2.3	0.8	0.6	16.7	-1.0
O=C(NCc1ccc2c(c1)OCO2)c1sccc1Br
  -0.6	x	-2.3	-5.3	8.6	1.8	x	6.7	4.0
COc1ccc(CCC(=O)NCCNC(=O)CCc2ccc(OC)cc2)cc1
  -0.3	1.1	2.1	-18.0	-1.1	0.5	2.9	12.8	0.2
COc1ccccc1NS(=O)(=O)c1ccc2oc(SC3CCOC3=O)nc2c1 (stereo unspecified)
  i	-1.2	7.9	-11.4	x	x	0.1	15.6	u
Fc1ccc(NC(=S)NC2CC3CCC(C2)N3Cc2ccco2)cc1 (stereo unspecified)
  -0.3	1.5	1.3	1.6	1.3	-0.4	-0.6	-12.7	-1.1
Cc1cc(C)nc(Nc2n[nH]c(-c3ccccc3Cl)n2)n1
  -0.3	-6.6	-1.8	-15.1	0.2	0.3	-1.1	7.7	-0.6

Screening results: PubChem BioAssay, several laboratories

Some of the compounds tested; the hit share may differ from the screen's.
